HTR5A inv ag – inverse agonist of human HTR5A in OPRM1-OPRD1 counter-screen; P47898; hit rate 0.083% among 340,000; HTR5A cell line, luminescence, inverse agonism; inhibition, % at 9.3 µM; in the data active = inhibition mostly above about 23%, no sharp cut-off; inactive = mostly below about 18%;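 also: 0% = cells with DMSO and 100% = no-cell wells with DMSO; some compounds called inactive have numbers as strong as hits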
DAGLB inh – blocks human DAGLB lipase activity; Q8NCG7; HEK293T DAGLB membrane lysate, EnzChek fluorogenic substrate; inhibition, % at 5.17 µM; hit rate 0.059% among 340,000; AID 504411; in the data active = inhibition above about 34%;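 also: 0% = enzyme with vehicle and 100% = wells lacking enzyme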
Target sequence (Q8NCG7 whole entry, looked up): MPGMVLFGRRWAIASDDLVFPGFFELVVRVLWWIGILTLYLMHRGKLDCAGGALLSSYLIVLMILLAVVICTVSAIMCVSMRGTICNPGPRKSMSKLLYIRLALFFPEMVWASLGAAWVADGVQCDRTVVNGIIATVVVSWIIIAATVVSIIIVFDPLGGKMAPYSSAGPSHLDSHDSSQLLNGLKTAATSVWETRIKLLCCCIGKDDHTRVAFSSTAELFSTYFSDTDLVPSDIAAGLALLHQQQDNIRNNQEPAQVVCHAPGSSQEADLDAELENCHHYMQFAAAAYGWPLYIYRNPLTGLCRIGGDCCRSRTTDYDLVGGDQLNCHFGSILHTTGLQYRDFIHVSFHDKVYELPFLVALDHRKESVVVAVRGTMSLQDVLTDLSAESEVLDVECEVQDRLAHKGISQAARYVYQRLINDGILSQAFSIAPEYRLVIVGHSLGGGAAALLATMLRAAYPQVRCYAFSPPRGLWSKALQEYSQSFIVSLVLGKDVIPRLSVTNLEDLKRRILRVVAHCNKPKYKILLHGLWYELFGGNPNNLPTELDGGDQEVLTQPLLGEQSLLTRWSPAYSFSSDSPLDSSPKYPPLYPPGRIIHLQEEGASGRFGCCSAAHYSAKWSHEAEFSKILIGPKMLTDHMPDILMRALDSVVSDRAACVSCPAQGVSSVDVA
PKA-R1A act – activates the PKA-R1A holoenzyme complex; P00514+P68181; PKA-R1A dissociation, Cy5-IP20 fluorescence polarization; scaled: DMSO 0%, 113 µM cGMP 100%; activation, % at 11.4 µM; hit rate 0.083% among 340,000; AID 504707;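 active = percent activation above the mean of all tested compounds plus 3 SD, cut at about 19% in these data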;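 also: higher means more PKAc released from R1A so a rise in polarization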
HTR5A ag ctr – HTR5A agonism, opioid heterodimer counter-screen | P47898 | HTR5A agonist assay, luminescence, cell-based | activation, % at 9.3 µM | hit rate 0.61% among 340,000 | AID 504692; in the data active = activation mostly above about 9.5%, no sharp cut-off; inactive = mostly below about 7.6%;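 also: 0% = cells with vehicle only and 100% = reference agonist; strong numbers were not always called active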
CDK5 p35 inh – inhibitors of human CDK5/p35 kinase; Recombinant CDK5/p35, ADP-Glo luminescence, 60 min; hit rate 0.01% among 330,000; Q00535+Q15078; inhibition, % at 10 µM; AID 488839;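 active = highest replicate inhibition of at least 50% and at least 75% of replicates reaching 50%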;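 also: plate controls were DMSO neutral control for no effect and GW8510 at 10 µM for full effect; many of its hits are not listed in these tables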
PKA-R2B activ – activates the human PKA-R2B holoenzyme complex; P22694+P31323; PKA-R2B holoenzyme dissociation, Cy5-IP20 fluorescence polarization; R2B truncated from residue 108, S112A mutant; 0% DMSO only, 100% 113 µM cGMP; activation, % at 11.4 µM; hit rate 0.079% among 340,000;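 active = activation above a cutoff set at the mean over all compounds plus 3 SD, cut at about 18% in these data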;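 also: higher means more holoenzyme dissociation and a rise in polarization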
Target sequence (P31323 whole entry, looked up, other chains not shown, the tested form may be a part): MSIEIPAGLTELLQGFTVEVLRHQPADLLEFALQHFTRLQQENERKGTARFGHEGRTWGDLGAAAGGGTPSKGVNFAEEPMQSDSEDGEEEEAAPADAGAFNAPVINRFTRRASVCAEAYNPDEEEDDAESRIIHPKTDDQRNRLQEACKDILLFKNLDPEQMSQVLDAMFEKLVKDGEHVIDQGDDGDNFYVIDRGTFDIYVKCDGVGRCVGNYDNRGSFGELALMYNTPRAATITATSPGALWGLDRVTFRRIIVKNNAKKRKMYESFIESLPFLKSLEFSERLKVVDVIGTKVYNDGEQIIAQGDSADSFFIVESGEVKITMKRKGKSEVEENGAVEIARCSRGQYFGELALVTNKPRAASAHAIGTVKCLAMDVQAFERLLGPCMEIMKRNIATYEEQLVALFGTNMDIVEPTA
E coli growth – counter-screen for AddAB inhibitors: E. coli growth inhibition; E. coli V3065 growth, OD600 absorbance, 18 h; inhibition, % at 11.9 µM; hit rate 0.27% among 330,000; AID 449728;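 active = inhibition above the campaign's mean inhibition across all tested compounds plus 3 SD, cut at about 9.9% in these data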;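 also: uninfected addAB+ strain grown without phage in ampicillin broth; 0% = DMSO wells and 100% = ciprofloxacin 0.95 µg/ml wells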
phage Ecoli inh – E. coli growth loss with phage present; growth absorbance; inhibition, % at 11.9 µM; hit rate 0.26% among 360,000; in the data active = inhibition above about 11%
AddAB inh – less growth of phage-infected E. coli with AddAB. hit rate 0.29% among 330,000. AID 435030. E. coli expressing H. pylori AddAB, absorbance growth. inhibition, % at 11.9 µM; in the data active = inhibition above about 12%;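 also: 0% = vehicle wells of infected cells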
Tat transport – E. coli Tat transport inhibition; E. coli MC4100 TorA-mCherry Tat export, fluorescence; inhibition, % at 10 µM; hit rate 0.036% among 340,000; AID 488895;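 active = mean replicate inhibition at least 50% and at least half of replicates individually reaching 50%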;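 also: exported cargo escapes ClpAP degradation while cytoplasmic cargo is degraded and loses fluorescence; 0% = median of neutral control wells and 100% = median of NaSCN control wells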
SUMO Mot1 rescue – blocks SUMOylation pathway, rescuing yeast Mot1-301 growth; growth rescue, % at 18.8 µM; hit rate 1% among 320,000; S. cerevisiae Mot1-301 growth rescue, ATP luminescence, 38.5C; percent above DMSO median, 100 means doubled; AID 2716;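 active = every valid replicate shows activation above 250% relative to neutral control wells; inactive = the rest, any valid replicate at or below 250%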;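 also: OY570 slx delta 5 strain wells were the positive control but not used for scaling; some compounds called inactive have numbers as strong as hits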
* = called active by the depositor; nt = no result given.

SMILES	HTR5A inv ag	DAGLB inh	PKA-R1A act	HTR5A ag ctr	CDK5 p35 inh	PKA-R2B activ	E coli growth	phage Ecoli inh	AddAB inh	Tat transport	SUMO Mot1 rescue
CC1(C)NC(=O)N(CCC(=O)Nc2cc(C(F)(F)F)ccc2Cl)C1=O	-9.5	-1.5	-9.1	-3.8	-0.6	-9.4	-0.3	4.7	0.0	0.0	3.6
NC1=C([N+](=O)[O-])C(c2ccccc2)C2=C(CCCC2=O)O1 (stereo not given)	-1.5	-1.0	-11.2	0.5	-3.4	-6.9	3.0	2.8	2.2	-3.8	-9.5
CCOC(=O)c1nn(-c2ccc(F)cc2)c(C)c1C(C)=O	-16.6	2.7	-6.0	-0.2	-0.8	2.1	2.1	2.4	0.6	-1.6	-13.1
Cc1c(C(=O)O)cnc2c([N+](=O)[O-])cnn12	-1.0	1.2	-1.9	-1.4	-1.9	-8.3	-2.0	5.2	2.8	8.7	-2.7
Cc1cc(C)cc(N=c2c([N+](=O)[O-])nn(-c3ccc(Cl)cc3)n2O)c1	-23.7	8.8	-1.6	8.0	0.7	-14.8	-0.4	1.5	-0.6	4.2	4.6
O=C(CCN1CCN(c2ccc(F)cc2)CC1)Nc1ccccc1F	-25.5	0.0	-7.1	0.1	-1.2	3.7	-0.6	1.5	2.9	-3.4	748.6
CCN1C(=O)c2ccc(C(=O)Nc3ccc4c(c3)OCO4)cc2C1=O	5.2	1.5	3.5	4.3	2.4	-8.5	-0.8	0.9	1.3	-3.1	-9.3
Cc1ccc(-c2nc(SCC(=O)N(C)C3CCS(=O)(=O)C3)[nH]c2-c2ccc(C)cc2)cc1 (stereo not given)	-17.8	2.2	-4.0	-1.6	-6.1	-1.3	2.2	1.4	0.1	10.4	-0.2
CC(Sc1nnnn1C1CC1)C(=O)N1CC(=O)Nc2ccccc21 (stereo not given)	-14.4	0.9	-0.6	3.8	-1.4	-8.6	1.0	1.6	-0.6	3.5	-16.6
O=C(CCN1CCN(C(=O)c2ccccc2)CC1)c1ccc(Br)cc1	-23.1	5.0	-4.1	-0.5	0.6	-12.7	-0.2	-0.7	1.8	-21.2	32.3
O=C1CC(N2CCN(c3ccc(F)cc3)CC2)C(=O)N1Cc1ccc(N2CCCC2=O)cc1 (stereo not given)	-25.3	-0.4	-1.2	-0.4	0.9	-4.9	nt	0.6	nt	21.0	nt
C=CCc1ccccc1OCC(O)CNC(=O)c1ccccc1C(=O)O (stereo not given)	-0.5	-4.2	3.4	0.2	1.8	-12.1	-0.4	0.8	0.9	-12.6	-15.5
COC(=O)[C@H]1CCCN1C(=O)Nc1cccc(Oc2c(F)c(F)c(F)c(F)c2F)c1	17.5	2.2	6.5	-2.1	1.8	3.3	0.7	1.6	1.4	4.7	8.2
CCON1C(=O)C(C)(C)N(OCC)C(=O)C1(C)C	-25.3	2.1	13.3	6.1	1.1	11.1	-1.6	1.0	2.5	2.8	-12.3
COc1cc(C(=O)NNC(=O)CCOc2ccccc2C)cc(OC)c1OC	2.4	-0.5	-12.6	-0.6	-1.0	-0.6	0.1	3.9	-1.7	-1.1	1.7
CC1CCCN(C(=O)CNC(=O)c2cccs2)C1 (stereo not given)	12.0	0.1	11.7	-4.7	0.5	6.4	-1.2	0.4	2.2	-8.1	-0.1
CC(NC(=O)CSc1nc(=O)cc(N)n1CCc1ccccc1)c1ccccc1 (stereo not given)	-8.3	-0.1	1.5	4.0	-5.7	0.7	2.7	1.8	1.6	11.7	-6.8
O=C(COc1ccccc1F)c1ccc(O)cc1O	-1.8	-1.4	9.2	0.7	1.9	6.4	-1.8	4.9	0.9	-1.6	1.4
CCN(CC(=O)Nc1ccccc1C(F)(F)F)C(=O)C1CC(=O)N(Cc2ccccc2)C1 (stereo not given)	-15.0	2.0	-10.9	6.1	0.5	0.2	0.2	1.7	3.4	5.2	nt
Cc1ccc2c(c1)Oc1ccccc1C=C2C(=O)O	12.0	4.0	-1.0	-3.2	2.0	-2.7	-2.0	2.9	2.2	2.3	13.4
Cc1c(C)n(CCC#N)c2ccccc12	-3.1	2.2	-6.5	2.8	-1.8	10.3	2.2	-0.7	1.5	5.5	-21.0
CC(C)(C)c1ccc(C(=O)NCC(=O)NCc2ccccn2)cc1	-19.0	0.3	7.0	7.8	-1.1	-10.3	-3.2	2.9	0.9	-0.3	17.7
CSc1nc2ccc(NC(=O)c3ccc(=O)[nH]c3)cc2s1	-16.7	-0.4	9.3	-4.9	2.7	-2.1	2.8	1.2	2.9	3.4	-1.3
CC(C)C(=O)Nc1ccc(C(=O)CSc2nnc(C3CC3)n2C2CC2)cc1	9.6	-1.5	-5.9	-3.7	0.5	0.9	-5.2	-2.0	-0.9	-1.4	8.4
Cc1ccc(CNC(=O)COC(=O)c2cc3c(s2)CCC(C)C3)cc1 (stereo not given)	19.2	-6.0	5.5	-5.2	-4.2	7.6	0.2	-0.1	3.3	0.4	-8.3
CCOC(=O)C1Nc2ccc(C(=O)O)cc2C2C=CCC12 (stereo not given)	-13.6	-1.1	-1.3	3.7	-6.4	5.2	-1.5	2.4	2.6	-13.7	-20.9
CCN(CC)C(=O)C(=O)Nc1ccc(OCc2ccccc2)cc1	-7.0	-1.0	1.8	2.6	0.7	4.4	0.4	4.5	-0.2	-9.4	10.6
Cc1ccsc1/C=N/NC(=O)c1nnn(-c2nonc2N)c1C(C)C	-3.2	-0.9	0.2	0.8	-3.1	-5.8	-0.7	1.7	5.2	0.6	-10.5
O=C(CSc1nc(-c2ccccc2)cs1)Nc1cccc([N+](=O)[O-])c1	-8.8	-3.8	-2.0	3.9	1.5	3.7	2.4	6.1	3.0	7.3	4.8
COCCCNC(=O)/C(C#N)=C1\N=C(NC(=O)c2cccs2)c2ccccc21	-8.6	-0.5	4.5	-1.9	1.7	6.9	-3.1	0.5	-3.0	-4.8	11.9
O=C(NCCC1=CCCCC1)c1ccc(-n2cncn2)c([N+](=O)[O-])c1	-3.2	0.8	-12.4	1.2	-2.0	-3.7	-0.2	2.3	1.0	-3.7	-0.1
CN1CCN(C(c2ccccn2)c2cc(Cl)c3cccnc3c2O)CC1 (stereo not given)	15.6	4.5	1.3	-5.4	1.0	2.8	-0.8	7.6	5.3	-7.5	-14.3
Brc1ccc(C2=NC(Cc3ccccc3)CO2)cc1 (stereo not given)	-22.8	-7.4	-3.1	7.8	-0.2	-9.7	-0.4	-0.1	-1.3	-2.9	4.3
CCOC(=O)C(NCc1ccco1)(NC(=O)c1ccc(OC)cc1)C(F)(F)F (stereo not given)	11.5	-0.6	7.1	1.9	-0.5	3.6	-0.5	2.7	2.3	-9.2	0.0
COc1ccccc1CC(=O)N1CCOCC1	-27.8	-4.1	-2.5	7.5	0.6	-0.6	-1.6	3.0	3.5	5.6	878.2*
Cn1c(Cc2ccccc2)nnc1SCCC(=O)Nc1ccccc1	4.3	-3.7	-11.5	-1.7	-1.3	-1.7	-2.0	3.8	3.0	-2.2	3.7
O=C(CSc1nnc(CCCN2C(=O)c3cccc4cccc(c34)C2=O)n1-c1ccccc1)NCCCO	-33.2	-1.7	1.5	-1.1	2.3	3.6	0.5	1.2	3.2	8.7	-12.9
c1ccc(-n2c(-c3ccncc3)nnc2N2CCOCC2)cc1	7.0	-1.1	6.3	-0.7	0.8	7.6	0.1	1.0	0.9	0.0	3.1
OCCNCc1cccc2ccccc12	-7.2	-2.7	-6.6	-1.2	-1.3	5.5	-2.2	3.6	0.5	2.7	-14.5
O=C(CSc1nnc(-c2c[nH]c3ccccc23)n1CC1CCCO1)Nc1ccc2c(c1)OCCO2 (stereo not given)	-15.4	2.4	2.1	-0.7	0.3	3.7	1.4	3.8	-1.4	7.4	0.4
O=C(O)C(Cc1ccccc1)N=C(NS(=O)(=O)c1ccccc1)c1ccccc1 (stereo not given)	-0.8	1.4	5.0	0.2	-0.2	-0.1	-2.1	3.6	0.1	3.4	-10.9
CCOC(=O)N1CCN(C(=O)CS(=O)Cc2nc(-c3cccc(C)c3)oc2C)CC1 (stereo not given)	-14.5	2.2	-4.3	0.7	1.2	6.8	0.5	0.2	-2.1	-3.9	-1.7
C/C(CC(=O)Nc1ccccn1)=N\NC(=O)c1ccccc1O	-15.2	2.7	8.9	6.3	-0.2	-2.0	8.9	19.3*	9.7	0.9	10.2
C/C(=N\Nc1ccccn1)c1cccs1	12.9	2.8	6.6	-5.2	0.3	1.4	0.2	1.2	-0.3	-7.5	nt
O=C(O)C1CCN(Cc2cccnc2)CC1	6.4	1.3	-5.6	-2.4	1.2	-3.1	-2.4	2.9	1.6	-7.9	-13.5
Cc1ccsc1C(=O)N1CCN(S(=O)(=O)c2cccs2)CC1	-28.5	-0.9	-3.1	-2.0	0.9	-5.8	-1.1	0.5	5.8	3.6	-15.0
Cc1ccc(NC(=O)Cn2cnc3c(oc4nc5c(cc43)COC(C)(C)C5)c2=O)cc1	-7.5	1.9	1.4	2.2	1.6	3.0	1.3	2.7	-1.1	-6.2	5.5
O=c1[nH]c2ccccc2n1CCCOc1ccccc1	1.0	-0.9	-14.0	1.7	-6.6	1.8	-1.8	0.3	1.1	28.9	65.3
Cc1cccc(C(=O)Oc2ccccc2/C=N/Nc2ccc([N+](=O)[O-])cc2)c1	9.0	1.5	-5.0	3.9	-1.8	-3.8	-2.8	5.5	3.2	-1.6	22.0
COc1cccc(CNCCOCCO)c1OC	-4.5	-3.3	-8.4	-2.8	-0.6	-15.9	0.5	1.3	-2.9	-3.1	-1.8
O=C(COC(=O)c1ccccc1C(F)(F)F)NC(=O)NCc1ccco1	10.4	0.9	-0.7	-4.2	-0.7	-5.5	-0.8	2.1	-1.2	-3.2	7.2

Of the compounds above, 4 have an aryl methoxy group.
SMILES	HTR5A inv ag	DAGLB inh	PKA-R1A act	HTR5A ag ctr	CDK5 p35 inh	PKA-R2B activ	E coli growth	phage Ecoli inh	AddAB inh	Tat transport	SUMO Mot1 rescue
COc1cc(C(=O)NNC(=O)CCOc2ccccc2C)cc(OC)c1OC	2.4	-0.5	-12.6	-0.6	-1.0	-0.6	0.1	3.9	-1.7	-1.1	1.7
CCOC(=O)C(NCc1ccco1)(NC(=O)c1ccc(OC)cc1)C(F)(F)F (stereo not given)	11.5	-0.6	7.1	1.9	-0.5	3.6	-0.5	2.7	2.3	-9.2	0.0
COc1ccccc1CC(=O)N1CCOCC1	-27.8	-4.1	-2.5	7.5	0.6	-0.6	-1.6	3.0	3.5	5.6	878.2*
COc1cccc(CNCCOCCO)c1OC	-4.5	-3.3	-8.4	-2.8	-0.6	-15.9	0.5	1.3	-2.9	-3.1	-1.8

Screening results as filed in PubChem.

Compounds as they come, and some 2.3% of all compounds hit somewhere here.
